MBNL1-CUG inh: qHTS Assay for Inhibitors of MBNL1-poly(CUG) RNA binding. 280,000 tested, 0.036% active. Muscleblind-like protein 1 (Homo sapiens), Q9NR56. Potency, µM (doses to about 57.5 µM), inactives show top-dose activity change, negative = inhibition, usual class: inhibitors. TR-FRET MBNL1-His/biotin-(CUG)12 binding, 665/545 ratio. AID 2675, 2010; active means well fitted inhibition curve with a large enough effect in the signal ratio, with a control signal flat, not every such curve was filed as active; inconclusive means small, poorly fitted or top-dose-only effect, or effect the other way, or a change in a side signal; inactive means no such curve, though single readings can be large or run the other way; the % refers to the signal ratio; further: on the % scale 0 is the no-effect control and ±100 the full control effect
Target sequence (Q9NR56 whole entry, looked up): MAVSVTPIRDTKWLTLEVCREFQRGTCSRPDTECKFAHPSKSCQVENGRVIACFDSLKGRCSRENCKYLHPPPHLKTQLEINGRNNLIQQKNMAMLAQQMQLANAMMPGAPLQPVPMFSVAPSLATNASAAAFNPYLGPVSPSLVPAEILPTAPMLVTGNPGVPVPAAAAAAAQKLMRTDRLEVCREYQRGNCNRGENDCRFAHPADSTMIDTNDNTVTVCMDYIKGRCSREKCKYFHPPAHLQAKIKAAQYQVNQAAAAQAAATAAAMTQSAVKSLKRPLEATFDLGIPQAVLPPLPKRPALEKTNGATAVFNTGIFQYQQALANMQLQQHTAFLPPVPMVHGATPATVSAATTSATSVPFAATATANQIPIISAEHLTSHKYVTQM
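TR-FRET readout: Ex 340 nm, 665/545 nm emission ratio, normalized to buffer-only (basal) and MBNL1-(CUG)12 controls. Complex of MBNL1-His with Biotin-(CUG)12, compounds 92 nM–58 uM, incubated 60 min at room temperature.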
uPA generation: qHTS for Inhibitors of Cell Surface uPA Generation; Potency, µM (doses to about 38.3 µM), for inactives: at the highest dose activity change, negative = inhibition, hits mostly inhibitors; cell surface uPA generation assay, qHTS; 330,000 tested, 0.31% active; active means well fitted inhibition curve with a large enough effect; inconclusive means small, poorly fitted or top-dose-only effect; inactive means no such curve, though single readings can be large or run the other way; tested in mouse RAW 264.7 cells; further: on the % scale 0 is the no-effect control and ±100 the full control effect; nearly all actives have a fitted effect of over 55% in size
Rab9 prom act: qHTS Assay for Rab9 Promoter Activators | Huh7 Rab9 promoter-luciferase reporter, luminescence, 24 h | Potency, µM (series often up to 9.22 µM), inactives show top-dose activation, negative = inhibition, actives largely listed as activators | 320,000 tested, 2.8% active | AID 485297, 2010; further: % of control where 0% means no effect; nearly all actives have a fitted effect of over 60% in size
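Measured in stably transfected Huh7 cells bearing a Rab9 promoter–luciferase construct: 24 h compound treatment at 37 °C, followed by luminescence detection.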
FLuc counter: qHTS profiling assay for firefly luciferase inhibitor/activator using purifed enzyme and Km concentrations of substrates (counterscreen for miR-21 project). Luciferin 4-monooxygenase (Photinus pyralis), P08659. purified FLuc, Km substrates, luminescence inhibition. Potency, µM (top dose mostly 57.5 µM), for the others: at the highest dose activity change, negative = inhibition, usual class: inhibitors. 360,000 tested, 6.9% active. AID 588342, 2011;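 further: plate controls were vehicle for no effect and reference inhibitor for full effect; nearly all actives have a fitted effect of over 55% in size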
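Biochemical qHTS of compounds, final roughly 60 µM downward over six points, against 10 nM purified firefly luciferase using Km concentrations of substrates (10 uM D-luciferin, 10 uM ATP) in Tris acetate pH 7.5 buffer; luminescence output.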
BRCA1 expr up: qHTS Assay to Identify Small Molecule Activators of BRCA1 Expression | 380,000 tested, 1.1% active | MCF7-BRCA1-FFLuc reporter, luminescence, 48 h; response scale: scaled: vehicle 0%, 10 µM genistein 100% | Potency, µM (titrated, usually from 46.1 µM), inactives show top-dose activation, most hits filed as activators; further: nearly all actives have a fitted effect of over 80% in size; some results filed as inactive show a strong effect at the top dose
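Luminescence from a BRCA1-driven firefly luciferase in MCF7 cells was the read-out, taken 15 min after substrate addition following 48 h compound exposure at 37 °C. Data were normalized to a 10 microM genistein control and DMSO vehicle.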
ELG1 genotoxic: qHTS screen for small molecules that induce genotoxicity in human embryonic kidney (HEK293T) cells expressing luciferase-tagged ELG1; HEK293T ELG1-luciferase reporter, luminescence, 16 h; Potency, µM (series often up to 46 µM), for inactives: at the top dose activity change, positive = activation, hits mostly activators; 330,000 tested, 1.3% active; AID 504466, 2011; further: % of control where 0% means no effect; nearly all actives have a fitted effect of over 60% in size
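16 hr compound incubation (37 °C, 5% CO2) of HEK293T cells carrying luciferase-tagged ELG1; luciferase then measured by ONE-Glo luminescence after 30 min at RT.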
VP16 counter: VP16 counterscreen qHTS for inhibitors of ROR gamma transcriptional activity | Drosophila S2 Gal4-VP16 UAS-luciferase, luminescence, 20 h | 310,000 tested, 3.5% active | Potency, µM (series often up to 53.6 µM), inactives show at the top dose activity, negative = inhibition, usual class: inhibitors;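 further: Gal4-VP16 expression switched on by copper sulfate through the metallothionein promoter; on the % scale 0 is the no-effect control and ±100 the full control effect; nearly all actives have a fitted effect of over 50% in size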
NPC1 prom act: qHTS Assay for NPC1 Promoter Activators | Potency, µM (series often up to 9.22 µM), without a hit: at the highest dose activation, most hits filed as activators | Huh7 NPC1 promoter luciferase reporter, 24 h | 320,000 tested, 2.4% active;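 further: % of control where 0% means no effect; nearly all actives have a fitted effect of over 60% in size; reporter is driven by a mutant NPC1 promoter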
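Huh7 reporter cells (NPC1 promoter driving luciferase) are dosed with compound for 24 h at 37 °C, 5% CO2; luciferase detection reagent is then added and luminescence measured after 10 min at ambient temperature.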
RORgamma inh: qHTS for inhibitors of ROR gamma transcriptional activity. Drosophila S2 Gal4-RORgamma UAS-luciferase reporter, 20 h. Potency, µM (titrated, usually from 53.6 µM), for inactives: at the highest dose activity change, negative = inhibition, usual class: inhibitors. 310,000 tested, 5.4% active. AID 2551, 2010; further: on the % scale 0 is the no-effect control and ±100 the full control effect; nearly all actives have a fitted effect of over 60% in size
Target sequence (P51450 whole entry, looked up, the tested form may be a part): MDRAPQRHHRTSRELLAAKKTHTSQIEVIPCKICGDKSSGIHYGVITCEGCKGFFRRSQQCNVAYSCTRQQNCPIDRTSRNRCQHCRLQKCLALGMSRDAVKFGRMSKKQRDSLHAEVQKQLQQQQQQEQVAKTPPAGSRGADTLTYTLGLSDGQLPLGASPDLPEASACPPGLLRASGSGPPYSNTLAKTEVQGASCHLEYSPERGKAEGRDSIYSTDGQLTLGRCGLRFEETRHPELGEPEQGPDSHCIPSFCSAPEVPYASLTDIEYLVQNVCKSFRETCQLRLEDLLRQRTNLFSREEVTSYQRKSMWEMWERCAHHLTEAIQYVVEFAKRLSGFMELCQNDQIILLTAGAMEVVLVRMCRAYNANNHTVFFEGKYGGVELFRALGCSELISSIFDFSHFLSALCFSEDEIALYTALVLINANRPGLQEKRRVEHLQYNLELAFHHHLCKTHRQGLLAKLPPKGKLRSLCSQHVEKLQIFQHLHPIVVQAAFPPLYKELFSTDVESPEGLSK
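Stable Schneider cell line, Gal4 DNA-binding domain fused to ROR gamma, UAS-luciferase. Cmpd 1 hr RT → CuSO4 700 uM final → 20 hr RT → luciferase reagent 10 min → luminescence.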
p53 reactivation: qHTS assay for re-activators of p53 using a Luc reporter | H1299 p53-A138V BP100-luciferase reporter, luminescence, 24 h | Potency, µM (titrated, usually from 92.2 µM), for the others: at the highest dose activity change, positive = activation, usual class: activators | 320,000 tested, 0.063% active | AID 504706, 2011; further: % of control where 0% means no effect; nearly all actives have a fitted effect of over 45% in size
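H1299 (p53-null), stable ts p53-A138V + BP100-Luc; 1000 cells/well, Opti-MEM/10% FBS; cpd 4 pt, 1:5; 24 h, 37 deg C, 5% CO2; detection reagent 10 min RT; luminescence.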
Starred values were filed as active, the others as inactive; ? = inconclusive; / = no result given; & = joins results of further samples; [ ] = dose if it differs, or a comment. Unless noted, the call rests on the fitted dose curve; in most records, active means well fitted curve in the direction sought with a large enough effect; inconclusive means small, poorly fitted or top-dose-only effect, or another doubt; inactive means no such curve, though single readings can be large; an effect the other way counts as inactive or inconclusive. Potency means the concentration at half of the fitted maximal effect.

SMILES | MBNL1-CUG inh | uPA generation | Rab9 prom act | FLuc counter | BRCA1 expr up | ELG1 genotoxic | VP16 counter | NPC1 prom act | RORgamma inh | p53 reactivation
CC(C)c1ccc(C(=O)NCc2ccc(Cl)cc2)cc1 | -8% | 2% | ? | ? | ? | 24% | 6% | 14% | 48% | ?
Cc1ccc(CC(=O)Nc2ccc(Cl)cn2)cc1 | -3% | 5% | ? | ? | 73% | ? | / | 20% | / | /
COc1ccc(NC(=O)c2ccc(Br)o2)cc1 | 1% | -21% | ? | 9.5µM* | ? | ? | -5%&-13% | ? | -20%&-39% | ?
CCOC(=O)c1[nH]c(C)c(CCC(=O)O)c1C | -10%&-2% | 1%&2% | 2%&-12% | -1%&0% | 8%&2% | 2%&2% | -12%&-1% | 5%&1% | 12%&-17% | -4%&-3%
CN1c2ccc(C=O)c3c(C=O)ccc(c23)N(C)C1(C)C | ? | -15% | -16% | -19% | -92% | -18% | ? | -11% | -27% | -15%
CCOc1cccc(/C(O)=C2/C(=O)C(=O)N(Cc3ccco3)C2c2ccncc2)c1 (stereo unspecified) | 16% | 0% | -3% | 2% | 2% | 2% | 1% | 1% | 0% | -5%
O=c1oc(-c2cccs2)nc2ccccc12 | 3% | -2% | 3% | 6%[2.3 µM] | -5% | 4% | 12% | 1% | 14% | 15%
CC1=C(C(=O)Nc2ccc(Cl)cc2)C(c2ccco2)NC(=O)N1 (stereo unspecified) | 1% | 4% | 4% | -1% | -30% | -1% | 0% | -2% | -7% | 2%
CCN(C(=O)c1ccncc1)c1c(N)n(Cc2ccccc2)c(=O)[nH]c1=O | / | 3% | -3% | 0% | -10% | -1% | / | 1% | / | 7%
CN(c1ccc(F)cc1)S(=O)(=O)c1ccc(Cl)c(C(=O)NCC(c2ccco2)N2CCCCC2)c1 (stereo unspecified) | / | -5% | 2% | 2% | -46% | -4% | / | -1% | / | 11%
Cc1ccc(CN2CCN(/N=C/c3ccc(O)c(O)c3)CC2)cc1 | 1% | ? | -1% | -10% | -30% | 17% | ? | -13% | ? | 10%
Cc1onc(NC(=O)CSCC(=O)O)c1Br | / | 0% | -6% | 0% | -8% | -3% | -16% | 28% | 4% | -2%
COC(=O)c1ccc(NC(=O)CN2CCCC2)cc1 | 2% | -2% | 1% | -10% | -5% | 13% | 2% | -1% | -7% | 9%
Cc1cccc(-c2nc3c(c(SCC(=O)N4CCOCC4)n2)Cc2c(CO)cnc(C)c2O3)c1 | -1% | -2% | 0% | 4% | -38% | -8% | ? | -11% | 2% | -8%
COc1ccc(C2=NCCn3nc4ccccc4c32)cc1 | / | 2% | 12% | ? | 13% | 8% | / | 21% | / | 3%
COc1ccc(-c2noc(CNS(=O)(=O)c3ccc(NC(C)=O)cc3)n2)cc1OC | -4% | -11% | -4% | -1% | -1% | 2% | 5% | -7% | -11% | -7%
COc1ccc(NC(=O)Cc2ccsc2)cc1S(=O)(=O)N1CCCCC1 | / | 4% | -3% | / | -14% | -1% | / | 0% | / | -2%
C=CCSc1nnc(-c2nnc(SCC=C)n2CC)n1CC | 1% | -4% | 6% | -1% | -16% | 2% | 0% | 0% | -13% | 6%
CC1(C)Cc2cccc(OCC(=O)OCc3nnc(-c4ccc([N+](=O)[O-])cc4)o3)c2O1 | / | 10% | -5% | -2% | -13% | 1% | / | 0% | / | 17%
N#Cc1cc(Oc2cccnc2)c(Oc2cccnc2)cc1C#N | 0% | -10% | -2% | -2% | -3% | 0% | 6% | 0% | -11% | 0%
COC(=O)c1c(C)nc2ccccc2c1C(=O)O | -15% | -1% | 5% | -2% | -18% | 0% | -21% | -2% | 0% | -3%
O=C(c1ccc(C(F)(F)F)cc1)N1CCN(c2ccc(N3CCOCC3)nn2)CC1 | / | -1% | 0% | 0% | -16% | 1% | / | 0% | / | 1%
CC(C(=O)O)n1ncc2ccccc2c1=O (stereo unspecified) | -3% | -4% | -4% | -1% | -8% | 3% | -1% | -4% | -7% | 0%
S=C(NCCCN1CCOCC1)Nc1cccc(-c2nnc3n2CCCCC3)c1 | -10% | -2% | 1% | -4% | -2% | 1% | -5% | -1% | -17% | 2%
CCCCN(C)Cc1c(C)[nH]c2ccccc2c1=O | -10% | -10% | 1% | 0% | 16% | 2% | -6% | -3% | -4% | -2%
Cc1cc(C)n(-c2nnc3c4ccccc4n(C)c3n2)n1 | ? | -11% | 2.5µM* | 4.8µM* | 1.4µM* | ? | ? | 1.4µM* | 3.2µM* | 8%
CCOC(=O)CNC(=O)c1ccc(Br)s1 | 1% | 3% | -3% | -17% | -3% | 3% | 10% | -1% | 13% | 1%
O=C(CSc1nc(-c2ccco2)cc(C(F)(F)F)n1)Nc1ccccc1C(F)(F)F | 21% | -11% | -9% | 3% | -84% | 8% | -13% | -18% | 25% | 23%
O=C(CSc1ccc(-c2ccccn2)nn1)c1ccc(F)cc1 | -5% | 1% | 1% | ? | 36% | 9% | 16% | 2% | -27% | ?
Brc1ccccc1-n1nnc(-c2ccnc3ccccc23)n1 | 4% | -29% | 19% | 17µM* | 26% | 0% | ? | 2% | ? | 7%
Cc1ccccc1NC(=O)Cc1cccs1 | 5% | 9% | -4% | 4% | 0% | 3% | 9% | 2% | 5% | /
CN(Cc1ccccn1)C(=O)C1CCC(=O)N(CCc2ccc(Cl)cc2)C1 (stereo unspecified) | 2% | 1% | -5% | -2% | 16% | -1% | -2% | -5% | 0% | 0%
O=C(CSc1nnc(NC2CCCCC2)s1)N1CCOCC1 | / | -1% | 28% | -12% | 52% | 8% | / | 19% | / | ?
CCN(CC)c1ccc(-n2cc3c(=O)n(C)c(=O)n(C)c3c2)cc1 | 26% | -4% | 2% | ? | -11% | -2% | 2% | -5% | 39% | 8%
CNS(=O)(=O)c1cccc(C(=O)OCC(=O)C23CC4CC(CC(C4)C2)C3)c1 | 0% | -1% | -12% | ? | -18% | 0% | -10% | 0% | 33% | -4%
O=C(c1ccc(S(=O)(=O)N2CCCC2)cc1)N1CCN(Cc2ccc3c(c2)OCO3)CC1 | -6% | 4% | 3% | 1% | -20% | -5% | 2% | 0% | -12% | -2%
CCc1nnc(NC(=O)CN2CCN(Cc3cccc(OC)c3)CC2)s1 | -5% | 0% | 0% | 1% | 12% | -6% | 1% | -5% | -25% | -6%
Cn1nnc(NC(=S)NC(=O)c2cccc3c(Cl)cccc23)n1 | 13% | -10% | 1% | 1% | -16% | 2% | 2.8µM* | -3% | 0.89µM* | -5%
CS(=O)(=O)N(Cc1ccc(C(=O)NC2CCCC2)cc1)c1ccccc1 | -10% | 2% | -6% | 3% | -9% | 1% | -2% | -5% | 5% | -3%

3 of the entries above in order of their number in p53 reactivation, highest first:
mol	uPA generation	Rab9 prom act	NPC1 prom act	RORgamma inh	p53 reactivation
O=C(c1ccc(S(=O)(=O)N2CCCC2)cc1)N1CCN(Cc2ccc3c(c2)OCO3)CC1	4%	3%	0%	-12%	-2%
CS(=O)(=O)N(Cc1ccc(C(=O)NC2CCCC2)cc1)c1ccccc1	2%	-6%	-5%	5%	-3%
CNS(=O)(=O)c1cccc(C(=O)OCC(=O)C23CC4CC(CC(C4)C2)C3)c1	-1%	-12%	0%	33%	-4%

Structures listed so far with a Cl atom:
SMILES | MBNL1-CUG inh | uPA generation | Rab9 prom act | FLuc counter | BRCA1 expr up | ELG1 genotoxic | VP16 counter | NPC1 prom act | RORgamma inh | p53 reactivation
CC(C)c1ccc(C(=O)NCc2ccc(Cl)cc2)cc1 | -8% | 2% | ? | ? | ? | 24% | 6% | 14% | 48% | ?
Cc1ccc(CC(=O)Nc2ccc(Cl)cn2)cc1 | -3% | 5% | ? | ? | 73% | ? | / | 20% | / | /
CC1=C(C(=O)Nc2ccc(Cl)cc2)C(c2ccco2)NC(=O)N1 (stereo unspecified) | 1% | 4% | 4% | -1% | -30% | -1% | 0% | -2% | -7% | 2%
CN(c1ccc(F)cc1)S(=O)(=O)c1ccc(Cl)c(C(=O)NCC(c2ccco2)N2CCCCC2)c1 (stereo unspecified) | / | -5% | 2% | 2% | -46% | -4% | / | -1% | / | 11%
CN(Cc1ccccn1)C(=O)C1CCC(=O)N(CCc2ccc(Cl)cc2)C1 (stereo unspecified) | 2% | 1% | -5% | -2% | 16% | -1% | -2% | -5% | 0% | 0%
Cn1nnc(NC(=S)NC(=O)c2cccc3c(Cl)cccc23)n1 | 13% | -10% | 1% | 1% | -16% | 2% | 2.8µM* | -3% | 0.89µM* | -5%

This is a random part of the collection, and some 13% of all compounds hit somewhere here.
